Screens deposited in PubChem by several laboratories.
PLAP activator – activates human placental alkaline phosphatase. P05187. purified PLAP enzyme, luminescent substrate read-out; active compounds read high. activation fold at 20 µM. 96,000 tested, 1.2% active. AID 696; in the data active means activation fold above about 2
FAK blocker – inhibitors of human focal adhesion kinase; 97,000 tested, 0.84% active; AID 727; biochemical FAK kinase activity assay; Q05397; inhibition, %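 (tested at 7 µM)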; in the data active means inhibition above about 19%;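 further: 0% = DMSO and 100% = reference compound high control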
ERb SRC1 inh – blocks coactivator binding to human estrogen receptor beta; 86,000 tested, 1.3% active; Q92731; TR-FRET ER-beta LBD / SRC1-Cy5 peptide binding; receptor agonist-loaded with 1 µM estradiol; inhibition, % at 25.6 µM;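 active means compounds whose percent inhibition of the receptor-coactivator binding signal exceeds about 50% in the single-dose screen, limit read from the data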;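 further: 0% = receptor plus peptide wells without compound and 100% = peptide-only wells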
Target sequence (Q92731 whole entry, looked up, the tested form may be a part): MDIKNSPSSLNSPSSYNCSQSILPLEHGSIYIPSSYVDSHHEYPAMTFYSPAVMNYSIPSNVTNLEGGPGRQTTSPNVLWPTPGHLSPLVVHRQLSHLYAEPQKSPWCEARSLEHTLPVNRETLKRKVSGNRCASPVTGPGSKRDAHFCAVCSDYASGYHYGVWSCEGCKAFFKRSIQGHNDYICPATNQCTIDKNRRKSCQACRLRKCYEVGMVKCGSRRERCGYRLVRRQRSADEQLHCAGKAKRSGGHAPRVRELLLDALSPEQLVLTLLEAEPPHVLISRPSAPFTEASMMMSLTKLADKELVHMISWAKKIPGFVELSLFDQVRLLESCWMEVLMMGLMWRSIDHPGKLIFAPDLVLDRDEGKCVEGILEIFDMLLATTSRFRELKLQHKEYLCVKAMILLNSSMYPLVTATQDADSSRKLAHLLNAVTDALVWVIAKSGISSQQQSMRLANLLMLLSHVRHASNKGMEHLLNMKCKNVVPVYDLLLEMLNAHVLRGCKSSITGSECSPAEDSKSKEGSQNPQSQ
CD11b adhes enh – CD11b/CD18-fibrinogen binding enhancement; P05107+P11215; K562 CD11b/CD18 adhesion to fibrinogen, ATPlite luminescence; activation, % at 10 µM; 93,000 tested, 0.07% active; AID 1499;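 active means 10 µM primary screen giving 50% or more activity, confirmed by 40% or more on retest at that dose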; further: strong numbers were not always called active; reference of the scale not given here
E coli WT exp – growth inhibitors of E. coli BW25113 wild type; OD600 absorbance; growth inhibition, % at 100 µM; 98,000 tested, 0.15% active; AID 710;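 active means growth inhibition above about 50% at one test dose, limit read from the data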;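 further: growth measured after 20 h incubation at 37 °C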
MT1-MMP txn act – activates MT1-MMP transcription. 86,000 tested, 0.16% active. AID 750. HT1080 MT1-MMP promoter luciferase reporter, luminescence, overnight; active compounds read high. activation factor at 10 µM;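 active means activation factor of at least 2 for MT1-MMP transcription at 10 µM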
ERa coact pot – enhances coactivator binding to human estrogen receptor alpha; P03372; TR-FRET ERalpha-LBD/SRC-Cy5 coactivator binding, 2 h; 100 = basal binding, no effect; coactivator binding (% of control), % at 25.6 µM; 86,000 tested, 1.3% active; AID 639; in the data active means activity above about 200%;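 further: binding measured in presence of low estradiol as agonist stimulus; 0% = peptide alone without receptor and 100% = receptor with peptide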
Target sequence (P03372 whole entry, looked up, the tested form may be a part): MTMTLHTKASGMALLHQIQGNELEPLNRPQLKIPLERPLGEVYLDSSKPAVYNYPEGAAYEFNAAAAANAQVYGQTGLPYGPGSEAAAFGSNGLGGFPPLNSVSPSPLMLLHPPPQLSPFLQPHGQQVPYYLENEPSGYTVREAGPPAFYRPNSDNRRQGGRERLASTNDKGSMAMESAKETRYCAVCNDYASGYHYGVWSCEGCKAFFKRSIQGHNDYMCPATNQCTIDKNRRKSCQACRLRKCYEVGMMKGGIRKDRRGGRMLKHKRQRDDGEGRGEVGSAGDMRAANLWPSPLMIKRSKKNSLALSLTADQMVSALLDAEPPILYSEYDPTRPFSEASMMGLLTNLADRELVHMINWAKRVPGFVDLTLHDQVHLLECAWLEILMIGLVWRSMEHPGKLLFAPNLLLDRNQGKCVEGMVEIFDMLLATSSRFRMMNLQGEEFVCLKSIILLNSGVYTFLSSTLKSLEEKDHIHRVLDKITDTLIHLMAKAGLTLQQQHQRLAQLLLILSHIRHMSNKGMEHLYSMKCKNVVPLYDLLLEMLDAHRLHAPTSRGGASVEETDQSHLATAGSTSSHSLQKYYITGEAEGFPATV
ERa coact inh – blocks coactivator binding to human estrogen receptor alpha | P03372 | TR-FRET ER-alpha LBD / SRC-1 peptide, estradiol-bound | inhibition, % at 25.6 µM | 86,000 tested, 1.7% active | AID 629; in the data active means inhibition above about 50%;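 further: 0% = receptor plus peptide control and 100% = peptide only without receptor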
CD11b adhes inh – CD11b/CD18-fibrinogen binding inhibition; P05107+P11215; K562 CD11b/CD18 adhesion to fibrinogen, ATPlite luminescence; Mn2+ added to activate the integrin; inhibition, % at 10 µM; 93,000 tested, 0.54% active; AID 1497;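 active means primary inhibition of 50% or more at 10 µM, then 40% or more on retest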; further: some results filed as inactive read as strong as hits
Active calls of the source: *; . = no result given; [ ] = dose if it differs, or a comment.

SMILES | PLAP activator | FAK blocker | ERb SRC1 inh | CD11b adhes enh | E coli WT exp | MT1-MMP txn act | ERa coact pot | ERa coact inh | CD11b adhes inh
COC(=O)COc1cccc(NC(=O)c2cccs2)c1 | 0.9 | -3 | -1 | 0 | -3 | 1.2 | 106 | 4 | -8
CCOC(=O)CSc1nnc(-c2ccc(NS(=O)(=O)c3ccc(C)cc3)cc2)o1 | 1 | -12 | 2 | 3 | -1 | 1 | 74 | 7 | -7
CCn1c(SCC(=O)Nc2cc(C)on2)nnc1-c1ccco1 | 1.2 | -2 | -17 | 2 | 4 | 1.2 | 99 | -1 | 3
COc1cc2[nH]c(=S)n(Cc3ccco3)c(=O)c2cc1OC | 1.2 | -2 | -19 | -2 | -3 | 1.1 | 117 | 8 | 5
CSc1sc(C(=O)O)c(C)c1C(C)=O | 1.2 | 0 | . | -2 | -7 | . | . | . | -37
COc1cc(C(=O)OC(C)C(=O)NCC2CCCCC2)cc(NC(=O)c2ccco2)c1OC (stereo unspecified) | 1.4 | -3 | 22[fluorescence artefact?] | . | 5 | 1 | 86[fluorescence artefact?] | 27 | .
N#CCCN(C1CCCCC1)S(=O)(=O)CCOc1ccccc1 | 0.8 | . | -5 | 1 | -1 | 1.1 | 81 | 15 | -12
O=C(CCCSc1nc2ccccc2s1)NC1=NCCS1 | 1.4 | 4 | 15 | -2 | 4 | 0.9 | 88[fluorescence artefact?] | 20 | 12
CCOc1ccc(-c2nnc3ccc(SCC(=O)N4CCCCC4)nn23)cc1 | 1 | . | 1 | -1 | . | 1.2 | 198[fluorescence artefact?] | 1 | -36
c1ccc2[nH]c(CSc3nc4ccccc4s3)nc2c1 | 1.1 | 0 | -9 | -5 | 30 | 1.3 | 92 | -6 | 21
CCOc1ccc(-c2nnn(CC(=O)NCc3ccco3)n2)cc1OCC | . | 0 | 14[fluorescence artefact?] | . | . | 1 | 94 | 8 | .
CCC(O)c1cc2c(cc1NC(=O)c1ccc(C)cc1)OCCO2 (stereo unspecified) | 0.7 | 0 | 0 | 3 | 0 | 1.3 | 120 | -9 | -10
CSc1nc(C)cc(OCC(=O)n2nc(C)cc2C)n1 | 1 | -2 | -1 | -1 | -2 | 1.2 | 116 | -1 | -4
Cc1sc(CO)c(Sc2ccccc2)c1C(=O)O | 1.1 | -6 | 14 | . | 2 | 1.1 | 68 | 13 | .
CC(=O)Nc1ccc(S(=O)(=O)NCc2csc(C)n2)cc1 | . | -3 | -1 | . | . | 1.1 | 105 | -5 | .
CCC(=O)N1CCc2cc(Br)cc(S(=O)(=O)N3CCN(C(=O)c4ccco4)CC3)c21 | 1.1 | . | 1[fluorescence artefact?] | 0 | 6 | 1 | 119 | 2[fluorescence artefact?] | -23
N#CC12CCCCC1CC1CCCCC1(C#N)N2CCO (stereo unspecified) | 0.7 | -7 | -12 | -2 | -8 | 1.1 | 130 | 3 | 2
Cc1ccc(-c2nsc3c(N4CCC(C(N)=O)CC4)ncnc23)cc1 | 1 | . | 6[fluorescence artefact?] | . | -7 | 1.2 | 103 | 10 | .
O=C(NCCOc1ccccc1)c1ncn[nH]1 | 1 | -7 | -6 | 0 | -2 | 1 | 82 | 0[fluorescence artefact?] | -6
Cc1c(N=Cc2c(O)n(C)c(=O)c3ccccc23)c(=O)n(-c2ccccc2)n1C | 1.1 | 14 | . | 1 | -3 | . | . | . | -12

Filtered by structure, the entries above with a cyano group (two)
SMILES | PLAP activator | FAK blocker | ERb SRC1 inh | CD11b adhes enh | E coli WT exp | MT1-MMP txn act | ERa coact pot | ERa coact inh | CD11b adhes inh
N#CCCN(C1CCCCC1)S(=O)(=O)CCOc1ccccc1 | 0.8 | . | -5 | 1 | -1 | 1.1 | 81 | 15 | -12
N#CC12CCCCC1CC1CCCCC1(C#N)N2CCO (stereo unspecified) | 0.7 | -7 | -12 | -2 | -8 | 1.1 | 130 | 3 | 2

More results.
SMILES | PLAP activator | FAK blocker | ERb SRC1 inh | CD11b adhes enh | E coli WT exp | MT1-MMP txn act | ERa coact pot | ERa coact inh | CD11b adhes inh
Cc1sc(NC(=O)c2ccco2)c(CN2CCN(c3ccc(F)cc3)CC2)c1C | 1 | 1 | . | 2 | -3 | . | . | . | -49
O=C(NCCc1ccccc1)c1cc2sccc2n1Cc1ccccc1 | 1.1 | -3 | -4 | 3 | -15 | 1.2 | 93 | 3 | 9
O=C(O)C1C2C=CC(C2)C1C(=O)NCc1cccnc1 (stereo unspecified) | . | 2 | 38[fluorescence artefact?] | . | . | 1.1 | 99 | 4[fluorescence artefact?] | .
CCc1ccc(C(=O)COC(=O)c2cnccn2)cc1 | 1.2 | -1 | -1 | -4 | 8 | . | 94 | -3 | 14
CCCN1C(=O)C(NS(=O)(=O)c2ccc(N)cc2)(C(F)(F)F)C(C(=O)OC)=C1C (stereo unspecified) | 1.2 | -8 | 0 | -7 | -10 | 1.1 | 119 | -1 | 1
Cn1c(=O)c2c(nc(SCC(=O)N3CCCCCC3)n2C)n(C)c1=O | . | 2 | 6 | . | . | 1.1 | 89 | 14 | .
C=CCn1c(-c2cc(Cl)ccc2OC)n[nH]c1=S | 1.7 | 0 | -8 | 2 | 7 | 1.1 | 112 | -8 | -6
COc1ccc(OC)c(C2=NOC(C(=O)Nc3cccnc3)C2)c1 (stereo unspecified) | 1.1 | 1 | 1 | 2 | 1 | 1.1 | 107 | 7 | 10
Cc1ncc(C23CC4CC(CC(C4)C2)C3)[nH]1 | 1.3 | -1 | 1 | -1 | 4 | 1.4 | 88 | 4 | 6
O=C(CSc1nnc(-c2ccc(S(=O)(=O)N3CCCC3)cc2)n1CC1CCCO1)NC1CC1 (stereo unspecified) | 1.1 | 6 | -10 | 1 | 3 | 1.1 | 117 | -4 | -10
CCOC(=O)c1ccc(NC(=O)c2nccnc2C(=O)O)cc1 | 1.1 | -2 | -11 | -1 | 1 | 1.1 | 136 | 0 | 5
Nc1nnnn1/N=C/c1ccccc1OCc1ccccc1 | 0.8 | 3 | 10 | -4 | -6 | 1.1 | 133 | 32 | -3
Cc1cc2cc(CN(CC3CCCO3)C(=O)c3cnccn3)c(=O)[nH]c2cc1C (stereo unspecified) | 1.4 | 2 | -9 | 0 | 1 | 1.1 | 121 | 4 | 6
O=C1CCCCCCC1Sc1ccccc1[N+](=O)[O-] (stereo unspecified) | 1 | 1 | . | 4 | 5 | . | . | . | -17
Cc1nn(-c2ccccn2)c2c1C(c1ccncc1)C1=C(CC(C)(C)CC1=O)N2 (stereo unspecified) | 1.8 | 2 | . | -2 | -2 | . | . | . | -3
CCNc1ccc(Br)cc(C(=O)/C=C/c2ccccc2Cl)c1=O | . | 0 | 74*[fluorescence artefact?] | . | . | 1.1 | 94[fluorescence artefact?] | 80* | .
Cn1c(-c2ccc(F)cc2)cnc1SCC(=O)Nc1ccccc1N1CCOCC1 | 0.9 | 0 | -3 | -2 | -14 | 1 | 115 | -8 | -12
COC(=O)c1ccc(NC(=O)C2CC(=O)N(c3ccc(C)cc3)C2)cc1 (stereo unspecified) | . | -1 | -2[fluorescence artefact?] | . | . | 1.1 | 98 | 3 | .
CCc1ccc2[nH]c(=O)c(CN(Cc3ccc(OC)cc3)Cc3nnnn3CCOC)cc2c1 | 1.4 | . | -10 | 8 | -11 | 1.2 | 123 | -7 | -3
O=C(Nc1ccon1)c1cccc(Cl)c1 | 0.8 | 2 | -11 | 0 | 2 | 1.2 | 112 | -4 | -1

ERa coact inh: hit marks shown above.
SMILES	PLAP activator	FAK blocker	ERb SRC1 inh	CD11b adhes enh	MT1-MMP txn act	ERa coact pot	ERa coact inh	CD11b adhes inh
CCNc1ccc(Br)cc(C(=O)/C=C/c2ccccc2Cl)c1=O	.	0	74*[fluorescence artefact?]	.	1.1	94[fluorescence artefact?]	80*	.

Further compounds follow:
SMILES | PLAP activator | FAK blocker | ERb SRC1 inh | CD11b adhes enh | E coli WT exp | MT1-MMP txn act | ERa coact pot | ERa coact inh | CD11b adhes inh
COc1cccc(-c2nnc(SCC(=O)N3CCCC3=O)n2-c2ccccc2)c1 | 1.5 | . | -3[fluorescence artefact?] | -1 | -11 | 1.2 | 107 | -1 | -1
C=CCn1c(Cc2csc(N)n2)nnc1SCC(=O)Nc1ccc(C(=O)OCC)cc1 | 1 | -2 | -8 | 3 | 5 | 1 | 117 | -11 | -38
OCCN=c1cc(-c2ccccc2)oc2ccc(Cl)cc12 | 1.5 | 0 | -3 | -1 | 15 | 1.5 | 96[fluorescence artefact?] | 2 | 1
C=CCN1CCN(C(c2cc(OC)ccc2OC)c2nnnn2CC2CCCO2)CC1 (stereo unspecified) | 1.5 | 2 | 3[fluorescence artefact?] | -4 | 0 | 1.3 | 107 | -4 | 1
CCSC1=C(C#N)C(c2ccc3c(c2)OCO3)C2=C(CCCC2=O)N1 (stereo unspecified) | 0.8 | 2 | 1[fluorescence artefact?] | -2 | -3 | 1.1 | 97 | 4 | -3
CC1(C)C2CCC13CS(=O)(=O)N[C@@H]3C2 (stereo partly specified) | 1 | 0 | 1 | 1 | 5 | 1.1 | 116 | -3 | -14
Cc1cccc(C(=O)N/N=C/c2ccc(OC3CSC3)cc2)c1 | 0.9 | -1 | . | -3 | -15 | . | . | . | -9
COc1ccc(/C=N/Nc2nc(C)c([N+](=O)[O-])c(N(C)c3ccccc3)n2)cc1OC | 0.9 | 11 | . | 30 | -6 | . | . | . | -15
CCOc1ccc(N2C(=O)CC(N(O)c3ccccc3)C2=O)cc1 (stereo unspecified) | 1 | 2 | -2 | 0 | 3 | 1.3 | 91 | -5 | 4
O=C(NC(Cc1ccc2c(c1)OCO2)C(=O)NC(Cc1ccccc1)C(=O)O)c1ccccc1 (stereo unspecified) | 1.7 | 1 | -1 | 0 | -4 | 1.3 | 90 | -5 | 6
CCc1cccc(C)c1NC(=O)C(c1ccccc1)N1CCC1=O (stereo unspecified) | 1.2 | -4 | . | -4 | 5 | . | . | . | 10
Fc1cnc(N2CCOCC2)nc1NCc1ccccc1 | 1.1 | 3 | -5 | -2 | 1 | 1.2 | 128 | -11[fluorescence artefact?] | -20
Cc1ccc(-c2noc(CN(C(=O)C(c3ccccc3)c3ccccc3)C(C)C)n2)cc1 | 1.1 | 1 | -4 | . | -19 | 1 | 110 | -6 | .
CCOC(=O)C(C)On1c(-c2cccc(Cl)c2)nc2ccc([N+](=O)[O-])cc21 (stereo unspecified) | 1.6 | 3 | 0 | -2 | 4 | . | 84[fluorescence artefact?] | 2 | 24
O=C(c1ccco1)N1CCN(C(=O)c2cccn3c(=O)c4c5c(sc4nc23)CCCC5)CC1 | . | . | 3 | . | . | 1 | 79[fluorescence artefact?] | 3 | .
Cc1ccc2cccc(NC(=O)C(F)(F)F)c2n1 | 1.2 | -3 | 0 | -7 | . | 1.2 | 107[fluorescence artefact?] | -16 | -3
COc1ccc(C(=O)Nc2ccccc2C(=O)NCCN2CCOCC2)cc1 | 1.1 | -1 | -4 | -4 | 5 | 1.1 | 92 | 1 | -33
Cc1ccc(C(=O)CSc2nnc(COc3cc(C)cc(C)c3)o2)cc1 | 1.2 | 1 | 4 | 12 | -22 | 1.2 | 111 | -1 | 8
CN=C(Nc1cc(C)nn1CCC#N)c1ccc(F)cc1 | 0.9 | 4 | -5 | -4 | -3 | 1 | 101 | 0 | -6
O=C(Nc1ccc(N2CCN(C(=O)c3ccco3)CC2)cc1)c1cccs1 | 0.9 | 3 | 21 | 0 | -4 | 1.2 | 76[fluorescence artefact?] | 22 | 9
COc1cc(NC2=CC(=O)CC(C)(C)C2)cc(OC)c1 | 0.7 | . | -13 | -3 | 4 | 1.1 | 105 | -2 | -29

Retrieved by structure from above:
SMILES | PLAP activator | FAK blocker | ERb SRC1 inh | CD11b adhes enh | E coli WT exp | MT1-MMP txn act | ERa coact pot | ERa coact inh | CD11b adhes inh
COc1ccc(/C=N/Nc2nc(C)c([N+](=O)[O-])c(N(C)c3ccccc3)n2)cc1OC | 0.9 | 11 | . | 30 | -6 | . | . | . | -15
CCOC(=O)C(C)On1c(-c2cccc(Cl)c2)nc2ccc([N+](=O)[O-])cc21 (stereo unspecified) | 1.6 | 3 | 0 | -2 | 4 | . | 84[fluorescence artefact?] | 2 | 24

Rows are unselected; 5.1% or so of the library scored in one or more.
